Assay outcomes (PubChem)
ELG1 DNA repair: blocks ELG1-dependent DNA repair in HEK293T cells; Potency, µM (top dose mostly 46.1 µM), inactives show at the highest dose activity change, negative = inhibition, usual class: inhibitors; HEK293T ELG1-luciferase reporter, luminescence, 16 h; DNA damage induced by 5-fluorouridine; 330,000 tested, 2.3% active; further: potency means the concentration at half of the fitted maximal effect; on the % scale 0 is the no-effect control and ±100 the full control effect; nearly all actives have a fitted effect of over 55% in size
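Step one: seed 2,000 cells per well. Step two: pin-transfer compound or DMSO alongside 5-fluorouridine. Step three: incubate 16 hr, 37 °C, 5% CO2. Step four: add ONE-Glo, wait 30 min, read luminescence.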
TRPV1 ag: agonists of human vanilloid receptor 1 (TRPV1); Q8NER1; TRPV1-expressing cells, Fluo-8 calcium influx, agonist mode; activation, % at 8.33 µM; 320,000 tested, 0.19% active; AID 540275; in the data active means activation above about 80%; inconclusive means between about 30% and that limit; further: 0% is about no effect
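TRPV1-expressing cells were cultured overnight at 35.5C and loaded with Fluo-8 calcium dye for 40 to 90 min at room temperature. After a 10 s baseline, compound was added and calcium influx was read kinetically for 3 min (ex 480/em 520 nm).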
A-T KAP1 phos: potential ataxia-telangiectasia treatments restoring KAP-1 phosphorylation. 320,000 tested, 0.19% active. Potency, µM (series often up to 57.5 µM), inactives show top-dose activation, usual class: activators. […] A-T fibroblasts, KAP-1 phosphorylation AlphaLISA; neocarzinostatin DNA damage 30 min before lysis; further: potency means the concentration at half of the fitted maximal effect; % of control where 0% means no effect; nearly all actives have a fitted effect of over 45% in size
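hTERT-immortalized A-T patient fibroblasts ([…]), 500 cells/well in OPTI-MEM, 1% FBS, got compounds for 60 min, then NCS for 30 min at 37C. Lysates were then assayed for phospho-KAP-1 by AlphaLISA (anti-pKAP1 donor, anti-KAP1 acceptor beads), 6 hr at 25C.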
p53 reactivation: restores transcriptional activity of mutant p53; Potency, µM (top dose mostly 92.2 µM), inactives show at the top dose activity change, positive = activation, usual class: activators; H1299 p53-A138V BP100-luciferase reporter, luminescence, 24 h; 320,000 tested, 0.063% active; further: potency means the concentration at half of the fitted maximal effect; % of control where 0% means no effect; nearly all actives have a fitted effect of over 45% in size
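p53-null H1299 cells stably carrying temperature-sensitive p53-A138V and a BP100-luciferase reporter were pinned with compounds (4-point, 1:5 series) and held 24 hrs at 37 deg C. Luminescence was read 10 min after detection reagent.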
TSG101-PTAP inh: blocks PTAP/TSG101 interaction to inhibit HIV-1 budding; Q99816; Fluorescence polarization, FITC-PTAP peptide / Tsg101 binding; Potency, µM (highest dose often 115 µM), for the others: at the highest dose activity change, negative = inhibition, actives largely listed as inhibitors; 340,000 tested, under 10 active; AID 493005; active means well fitted inhibition curve with a large enough effect in the main read-out, with a control signal flat, not every such curve was filed as active; inconclusive means small, poorly fitted or top-dose-only effect, or effect the other way, or a change in a side signal; inactive means no such curve, though single readings can be large or run the other way; further: potency means the concentration at half of the fitted maximal effect; % of control where 0% means no effect
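Tsg101 binding domain (10 uM final) was mixed with compound and a FITC-labeled PTAP peptide (50 nM final) in HEPES pH 7.5 buffer with NaCl, Tween 20, EDTA and TCEP; fluorescence polarization was read after 20 min at r.t.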
B2AR arrestin: agonists driving beta-arrestin recruitment to human beta2-adrenergic receptor; beta-arrestin recruitment to beta2AR, cell-based reporter; 330,000 tested, 0.02% active; Potency, µM (titrated, usually from 46.1 µM), without a hit: top-dose activation, actives largely listed as activators; P07550;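 further: potency means the concentration at half of the fitted maximal effect; 0% = DMSO controls and full agonism = EC100 isoproterenol or metaproterenol; nearly all actives have a fitted effect of over 65% in size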
TCR activator: activates T cell receptor signaling; primary human leukocytes, anti-CD3, IL-2 HTRF, 48 h; Potency, µM (doses to about 9.22 µM), inactives show at the top dose activation of IL-2 secretion, actives largely listed as activators; 330,000 tested, under 10 active; AID 504894; further: % of control where 0% means no effect
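IL-2 release read by HTRF sandwich (Eu cryptate donor, d2 acceptor, 665 nm emission) after 48 hr exposure of primary human leukocytes to compound together with anti-CD3 beads in the absence of co-stimulatory signals.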
BRCA1 expr up: BRCA1 expression activation | MCF7-BRCA1-FFLuc reporter, luminescence, 48 h; response scale: scaled: vehicle 0%, 10 µM genistein 100% | Potency, µM (highest dose often 46.1 µM), inactives show at the top dose activation, most hits filed as activators | 380,000 tested, 1.1% active | AID 624202; further: potency means the concentration at half of the fitted maximal effect; nearly all actives have a fitted effect of over 80% in size; some results filed as inactive show a strong effect at the top dose
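MCF7 cells carrying a BRCA1-firefly luciferase reporter (2000 cells/well, phenol-red free MEM) were attached for 2 h at 37 °C, then given compounds for 48 h. Luminescence was read 15 min after luciferase reagent; activity normalized to genistein (10 microM) and DMSO.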
a7 integrin act: activators of alpha7 integrin expression for muscular dystrophy; alpha7betagal myoblasts, beta-gal FDG fluorescence, 48 h; Potency, µM (titrated, usually from 38.3 µM), for inactives: at the highest dose activation, usual class: activators; 350,000 tested, 0.064% active; AID 624291;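 further: potency means the concentration at half of the fitted maximal effect; 100% = response of the positive control SU9516; nearly all actives have a fitted effect of over 60% in size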
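Alpha7betagal+/- myoblasts (passage 13) were plated 16-24 hr, then exposed to compounds (1:260 dilution of DMSO stock) for 48 hours at 37C. After MPER lysis, β-galactosidase reporter activity was read as FDG fluorescence (ex 480/em 540) after 30 minutes.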
MLL CXXC-DNA inh: inhibitors of human MLL CXXC domain-DNA interaction; Potency, µM (doses to about 115 µM), without a hit: at the highest dose activity change, negative = inhibition, actives largely listed as inhibitors; Q03164; MLL-CXXC / FITC-HOXA9 DNA fluorescence polarization; 290,000 tested, 0.037% active; active means well fitted inhibition curve with a large enough effect in the polarisation, with a control signal flat, not every such curve was filed as active; inconclusive means small, poorly fitted or top-dose-only effect, or effect the other way, or a change in a side signal; inactive means no such curve, though single readings can be large or run the other way; the % refers to the polarisation; further: potency means the concentration at half of the fitted maximal effect
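Purified MLL-CXXC (added from a 7 uM solution) was preincubated 5 min at ambient with pinned compounds in 50 mM Tris-HCl pH 7.5, 50 mM NaCl, 1 mM DTT, 0.05% BSA. Fluorescein-labeled HOX-A9 DNA (50 nM solution) followed, 30 min, then polarization read.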
The depositor's hits bear a star; ? = inconclusive; . = no result given; [ ] = another dose, or the depositor's remark. Unless noted, the call rests on the fitted dose curve; in most records, active means well fitted curve in the direction sought with a large enough effect; inconclusive means small, poorly fitted or top-dose-only effect, or another doubt; inactive means no such curve, though single readings can be large; an effect the other way counts as inactive or inconclusive.

smiles | ELG1 DNA repair | TRPV1 ag | A-T KAP1 phos | p53 reactivation | TSG101-PTAP inh | B2AR arrestin | TCR activator | BRCA1 expr up | a7 integrin act | MLL CXXC-DNA inh
Cc1ccc(N2CC(C(=O)Nc3nnc(SCC(=O)NCC4CCCO4)s3)CC2=O)cc1 (stereo not given) | 2.3% | 3.4 | 5.3% | -4.2% | -4.5% | 0.2% | 4.1% | 4.0% | 37.3% | 4.7%
NC(=O)CSc1nnc(NC(=O)c2ccc(Br)o2)s1 | ? | 0.5 | 9.3% | 2.3% | 1.0% | -1.0% | -6.9% | -1.7% | 15.2% | ?
CC(=O)Nc1ccc(NC(=O)COC(=O)[C@@H]2CCCN2C(=O)c2cccs2)cc1 | ? | . | -5.7% | -2.8% | -3.8% | -1.1% | -3.2%[46.1 µM] | -18.9% | -19.3% | .
Cc1nc2ccccn2c1C(=O)NC1CCCc2ccccc21 (stereo not given) | ? | 4.1 | 2.8% | -0.5% | -3.0% | -0.2% | 1.8% | -52.0% | -24.7% | -5.7%
N#C/C(=C\C=C\c1ccccc1)C(=O)N1CCCC1 | ? | -1.6 | -4.0% | ? | 0.3% | -0.5% | 5.5% | -20.0% | 1.5% | ?
O=C(Nc1ccccc1)C12CC3CC(C1)CC(n1cnc([N+](=O)[O-])n1)(C3)C2 | -5.0% | 1.5 | 0.3% | -1.7% | -0.1% | 0.2% | -1.0% | 1.4% | 11.9% | 7.1%
OCC1(Cc2ccccc2)CCN(Cc2cc3ccccc3o2)CC1 | -4.7% | 8.8 | -9.0% | -0.7% | -0.9% | -0.4% | 0.2% | -8.4% | 18.8% | 1.0%
Cc1ccc(C(=O)C(C)OC(=O)CNC(=O)c2ccc(Br)o2)cc1 (stereo not given) | ? | 7.0 | -3.1% | 8.1% | -3.4% | 0.1% | -3.4% | -11.9% | ? | .
CN(Cc1ccccc1)C(=O)COC(=O)c1cc(NS(=O)(=O)c2cccs2)ccc1O | ? | 1.1 | -2.3% | -1.8% | -2.5% | -1.0% | -4.5% | -12.4% | 31.6% | -2.0%
COc1cccc(-c2nc(N3CC(C)CC(C)C3)c3ccccc3n2)c1O (stereo not given) | -25.0% | 6.3 | 5.8% | -5.4% | 0.0% | 0.2% | -0.7% | -39.3% | 9.2% | -4.5%
O=C(Nc1nnc(SCc2ccccc2)s1)c1cccs1 | ? | 5.2 | 6.3% | ? | -7.9% | 0.3% | -5.9% | 8.0% | 3.0% | -3.8%
C=C1[C@@H](O)[C@H](CC(C)C)N(Cc2ccccc2Br)S1(=O)=O | . | . | . | . | 1.5% | . | -1.2% | -9.3% | 0.0% | .
CN1CCN(C(c2ccc(C(F)(F)F)cc2)c2ccc3cccnc3c2O)CC1 (stereo not given) | -2.0% | -0.2 | -2.4% | ? | 0.1% | 4.5% | -5.7% | -49.9% | -31.3%[inhibitor] | -3.1%
Cc1ccccc1-c1nnc(SCC(=O)Nc2c(C)n(C)n(-c3ccccc3)c2=O)o1 | . | . | . | . | -4.1% | . | 0.5% | 4.4% | -19.6% | .
O=C(O)COc1ccc2c3c(c(=O)oc2c1)CCC3 | 0.0% | -3.7 | 2.3% | 22.0% | -7.0% | -0.8% | -1.8% | 2.1% | 3.9% | -27.7%

(further entries)
smiles | ELG1 DNA repair | TRPV1 ag | A-T KAP1 phos | p53 reactivation | TSG101-PTAP inh | B2AR arrestin | TCR activator | BRCA1 expr up | a7 integrin act | MLL CXXC-DNA inh
Cc1sc2ncnc(OCC(=O)NC(C)C(C)C)c2c1C (stereo not given) | 0.0% | -1.1 | 1.1% | -2.2% | -3.7% | 0.1% | . | -12.2% | 0.0% | 4.6%
O=C(CSc1ncn[nH]1)N1N=C2/C(=C\c3ccco3)CCCC2C1c1ccco1 (stereo not given) | . | . | . | . | -1.5% | . | 2.5% | 9.1% | 0.0% | .
CC(C)CCN(CCC(C)C)C/C(O)=C(\C#N)c1nc(-c2ccccc2)cs1 | ? | 2.9 | 4.5% | -0.3% | -3.2% | 0.1% | . | -23.1% | -8.7% | 9.2%
Cc1cccc(-n2c(O)c(C=Nc3ccc4c(c3)OCO4)c3ccccc3c2=O)n1 | ? | ? | -0.4% | -4.8% | ? | -1.4% | 5.0% | -9.2% | -6.0% | ?
Cc1ccc(CN2C(=O)CCC2C(=O)NCCCN2CCCC(C)C2)cc1 (stereo not given) | 20.6% | -6.6 | -4.9% | 17.7% | -1.9% | 2.9% | -1.1% | -13.2% | 1.9% | 3.1%
Cc1ccc2cc3cc(C(=O)NCCCN4CCCC4=O)oc3nc2c1 | 17.2% | 0.1 | 4.3% | -5.0% | -3.2% | -0.8% | -2.5% | -0.1% | 6.7% | 13.5%
CCn1cc(C(=O)NCc2ccco2)c(=O)c2cc(S(=O)(=O)N3CC(C)CC(C)C3)ccc21 (stereo not given) | 2.91µM* | ? | 0.8% | -3.3% | -5.9% | 0.2% | -2.4% | -86.6%[inhibitor] | -28.3% | -6.7%
CCOC(=O)N1CCN(S(=O)(=O)c2ccc(OCC)c3ccccc23)CC1 | -8.0% | 3.7 | 7.0% | 0.9% | -4.7% | 0.1% | 1.6% | -48.2% | -43.8% | 1.4%
CC1CCc2cc(F)cc3c(O)c(C(=O)NCCN(C)C)c(=O)n1c23 (stereo not given) | -1.1% | -0.4 | -9.6% | 0.9% | -3.4% | -0.4% | -8.1% | -31.4% | -17.2% | -4.2%
COc1ccc(-c2nc(SCC(=O)Nc3cc(C)on3)n[nH]2)cc1 | -17.3% | 0.5 | 0.0% | 8.7% | -0.4% | -1.1% | -4.5% | -14.3% | -5.4% | 0.1%
Cc1ccc2c(n1)sc1c(-c3ccc(Br)cc3)c(C#N)c(N)nc12 | -9.8% | 1.9 | -7.3% | -3.0% | -2.8% | -0.5% | 1.4% | -58.0% | -58.5%[inhibitor] | 18.8%
COc1ccccc1N1CCN(C(=O)/C=C/c2ccc3c(c2)OCO3)CC1 | -3.1% | -5.0 | 0.0% | 5.3% | -2.0% | -0.3% | . | -32.7% | -23.6% | -3.2%
CN(C)c1ccc(C(=S)N2CCNCC2)cc1 | 0.8% | -4.5 | -3.2% | -2.3% | -7.5% | -0.4% | 0.8%[46.1 µM] | -20.5% | -13.7% | -6.7%
COc1ccc(CCNC(=O)C2CCN(C(=O)c3ccc([N+](=O)[O-])cc3)CC2)cc1 | -15.6% | -0.1 | -4.7% | -2.5% | 4.9% | -0.1% | -0.2% | 4.5% | -15.5% | 17.0%
c1ccc(-c2csc(N3CCCCCC3)n2)cc1 | ? | 6.6 | 5.9% | ? | -8.3% | 0.0% | -0.5% | ? | 5.1% | 3.9%

(continued)
smiles | ELG1 DNA repair | TRPV1 ag | A-T KAP1 phos | p53 reactivation | TSG101-PTAP inh | B2AR arrestin | TCR activator | BRCA1 expr up | a7 integrin act | MLL CXXC-DNA inh
CCc1cc(=O)oc2cc(C)c(CN3CCCCC3)c(O)c12 | 10.6% | -1.8 | -2.1% | 2.3% | -4.8% | -0.1% | -2.8% | -7.1% | 25.9% | -8.1%
COc1ccc(NC(=O)CN(C)CC(=O)Nc2cccc(C(C)=O)c2)cc1 | ? | 4.0 | 0.4% | -3.5% | -3.8% | -0.6% | -4.3% | 4.0% | ? | 5.4%
Cc1cccc(C)c1NC(=O)CNC(=O)c1ccccc1 | 2.9% | 1.1 | -1.4% | 0.9% | -2.6% | 0.4% | 4.5% | -13.8% | 14.5% | -5.2%
COC(=O)c1c(C)[nH]c(C(=O)OCC(=O)N(CC(C)C)c2c(N)n(Cc3ccccc3)c(=O)[nH]c2=O)c1C | -29.9% | 2.8 | -7.4% | -1.4% | -1.1% | -0.4% | -7.3% | -35.3% | -1.5% | .
OCC[C@@H]1C[C@H](O)[C@@H](O)[C@]2(Cc3ccccc3CO2)O1 | -14.4% | -3.6 | 9.1% | . | -6.7% | -0.9% | 0.3% | 10.3% | -11.7% | -3.1%
CCN(CC)C(=O)CN(c1cc2c(cc1OC)oc1ccccc12)S(=O)(=O)c1ccccc1 | . | ? | . | . | -4.2% | . | -3.8% | -32.9% | 7.3% | 3.1%
COCC(C)N=C1NN=C(c2c[nH]c3ccccc23)CS1 (stereo not given) | ? | -0.6 | . | ? | -2.7% | -0.6% | 4.1%[46.1 µM] | ? | 14.1% | 4.0%
O=[N+]([O-])c1cc(S(=O)(=O)N2CCCC2)ccc1N/N=C/c1cccnc1 | 5.9% | -0.2 | 3.4% | 4.2% | 0.7% | -0.1% | -0.8%[46.1 µM] | -3.5% | 11.6% | -2.6%
CC1CCN(c2ccc3nnc(CCC(=O)NCC(C)c4ccccc4)n3n2)CC1 (stereo not given) | ? | -0.5 | -1.9% | -8.9% | -7.4% | -0.6% | 4.6% | -6.4% | -32.3% | 18.4%

Rows were taken by chance; about 3.8% have a hit in one of these screens.
